STAT1 act: increases IFN-gamma driven STAT1 reporter signal; activation (% of control), % at 5.5 µM; NIH 3T3 STAT1-luciferase reporter, luminescence; 100% = IFN-gamma alone, no compound; AID 932; actives 2.6% (n = 200,000);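 active = activation above the screen-wide mean activation plus 3 SD, cut at about 130% in these data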;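 note: raw ratio to IFN-gamma control signal so 100% means no change and 0% no light; values of inactives mirror those of a sister screen read the other way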
APP 5UTR inh: APP translation inhibition. actives 0.82% (n = 190,000). AID 1285. SH-SY5Y APP 5'UTR-luciferase reporter, luminescence. inhibition, % at 2 µM;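 active = inhibition above a set limit, derived from the sample mean plus 3 SD, cut at about 45% in these data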; note: values of inactives mirror those of a sister screen read the other way
APP 5'UTR act: APP 5'UTR luciferase reporter activation; SH-SY5Y APP 5'UTR luciferase reporter, luminescence; zero percent = DMSO vehicle wells; AID 1276; activation, % at 2 µM; actives 1% (n = 190,000);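 active = activation above a set limit, based on mean plus 3 SD of controls, cut at about 140% in these data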; note: values of inactives mirror those of a sister screen read the other way
NF-kB expr up: NF-kB expression increase, human neuronal cells; NF-kB reporter expression; stronger effect = higher value; actives 1.6% (n = 190,000); fold change at 12.5 µM; AID 1239; in the data active = fold change above about 3.3
G6PDH counter: counter-screen for G6PDH assay hits: L. mesenteroides G6PDH inhibition; Purified L. mesenteroides G6PDH, diaphorase/resazurin coupled fluorescence, 45 min; inhibition, % at 5 µM; actives 0.12% (n = 200,000); AID 1020; in the data active = inhibition above about 50%
Hsp70 activator: transcriptional activators of Hsp70; HeLa Hsp70 promoter luciferase reporter, luminescence; scaled: vehicle 0, proteasome-inhibitor control 100%; activation, % at 10 µM; actives 0.04% (n = 200,000); AID 1203;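 active = activation above the mean across all tested compounds plus 3 SD, cutoff set per campaign, cut at about 5.5% in these data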;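 note: 100% = MG132 at 30 µM as the positive control and 0% = DMSO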
FLuc stim CS: affects firefly luciferase, flagging false hits in luciferase stimulation screens. P08659. ATPlite luciferase biochemical, luminescence, 10 min; 0 = ATP-free wells, 1 = DMSO control. activation factor at 10 µM. 200,000 tested, under 10 active. AID 1027;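 active = luciferase activation factor, scaled between plate controls, of at least 2 with compound at 10 µM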
Target sequence (P08659 whole entry, looked up): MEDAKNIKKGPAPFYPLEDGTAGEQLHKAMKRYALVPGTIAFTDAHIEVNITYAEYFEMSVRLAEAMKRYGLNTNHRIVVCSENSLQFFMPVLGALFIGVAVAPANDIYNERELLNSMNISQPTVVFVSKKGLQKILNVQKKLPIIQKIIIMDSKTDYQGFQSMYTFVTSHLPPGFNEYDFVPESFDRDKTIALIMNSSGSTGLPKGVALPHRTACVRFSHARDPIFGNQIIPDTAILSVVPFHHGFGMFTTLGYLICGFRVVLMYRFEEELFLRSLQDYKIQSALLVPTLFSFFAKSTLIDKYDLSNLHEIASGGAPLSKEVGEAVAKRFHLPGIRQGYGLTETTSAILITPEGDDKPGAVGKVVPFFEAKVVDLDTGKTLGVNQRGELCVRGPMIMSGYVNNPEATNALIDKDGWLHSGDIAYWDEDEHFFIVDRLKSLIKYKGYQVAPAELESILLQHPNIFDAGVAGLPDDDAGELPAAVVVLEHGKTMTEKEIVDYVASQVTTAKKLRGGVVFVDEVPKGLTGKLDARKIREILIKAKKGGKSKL
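Assay system: Luciferase/luciferin reagent mix; Medium: PBS as buffer for the ATP substrate; Dosing: test compounds dosed from 2 mM stocks in 100% DMSO; Times: 10 min, room temperature; Signal: luminescence from luciferase reaction; Read-out: luciferase activation; Controls: No-ATP low control, compound-free enzyme-plus-ATP high control.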
FLuc inhib CS: counter-screen for luciferase assay inhibitors: firefly luciferase inhibition; P08659; ATPLite firefly luciferase biochemical luminescence, 10 min; inhibition, % at 10 µM; actives 1.5% (n = 200,000); AID 1006;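 active = inhibition above about 50% when tested at 10 µM, limit read from the data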
Efa HMGR inh: E. faecalis class II HMG-CoA reductase inhibition. actives 0.41% (n = 190,000). inhibition, % at 10 µM. purified E. faecalis HMGR, NADPH absorbance 340 nm kinetic. AID 1066;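 active = inhibition above a set limit, the median over all tested compounds plus 3 SD, cut at about 9.5% in these data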;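 note: enzyme runs in reverse so mevalonate oxidation gives rising NADPH absorbance; 0% = complete reaction with DMSO and 100% = background rate lacking mevalonate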
DTT redox prof: compounds producing H2O2 with reducing agent – biochemical, NIH compound library profiling, artefact control for MLSCN library redox annotation, primary screen | AID 878 | activation, % at 10 µM | actives 0.03% (n = 200,000) | DTT-dependent redox cycling H2O2, phenol red/HRP absorbance; 100% = 100 µM peroxide control, 0% = buffer;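 active = activation of at least 50% relative to the plate's high and low controls in the primary single-dose screen; inactive = activation below 50%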;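 note: compound incubated with DTT at 0.8 mM final as the reducing agent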
Active calls of the source: *; nt = no result given.

entry	Structure	STAT1 act	APP 5UTR inh	APP 5'UTR act	NF-kB expr up	G6PDH counter	Hsp70 activator	FLuc stim CS	FLuc inhib CS	Efa HMGR inh	DTT redox prof
1	O=C(NN=C1CCC(c2ccccc2)CC1)c1cc2c(s1)CCCC2 (centres undefined)	107.1	-12.4	12.3	1.2	-1.2	0.0	1.1	-8.5	-0.3	0.4
2	CCCCN(C)C(=O)CCCc1c[nH]c2ccccc12	102.8	-19.8	19.8	1.58	-3.1	-0.1	1	-0.4	-9.1	2.4
3	COC(=O)c1c(/N=C/NOCc2ccc(Cl)cc2)sc2c1CCN(c1ncc(C(F)(F)F)cc1Cl)C2	101.0	-2.5	2.5	1	11.2	-0.6	1	-3.6	-7.9	1.0
4	Cc1ccc(S(=O)(=O)N2CCOCC2)cc1NC(=O)COC(=O)Cc1ccsc1	90.0	2.4	-2.4	0.94	-12.9	-0.5	1.1	-8.0	-5.3	0.0
5	Cn1c(SCC(=O)NC(C)(C)C)nc(O)cc1=O	101.0	0.6	-0.6	1.13	0.5	-0.4	1	-2.3	-8.4	0.7
6	CN(C)c1c([N+](=O)[O-])ncn1C	103.6	-11.3	11.3	0.82	0.3	-0.3	1.1	-7.7	-5.5	-0.3
7	COCCNC(=O)CN(CCc1ccccc1)S(=O)(=O)c1ccc(OC)cc1	101.2	-14.3	14.3	0.98	-0.9	-0.5	1	-1.4	-0.6	0.1
8	Cc1cc2ccc(C)c(C)c2nc1SCC#N	100.9	8.8	-8.8	1.02	2.9	-0.1	1	-1.4	0.9	-0.3
9	CC(C)C(=O)N1CCN(c2ccccc2NC(=O)c2ccc(C#N)cc2F)CC1	103.4	-24.6	24.6	0.84	9.2	-0.1	1.1	-6.5	0.2	-0.3
10	CCOc1ccc(C(=S)N2CCN(C)CC2)cc1	102.6	-6.8	6.8	0.98	5.7	0.0	1	-4.9	0.9	0.2

Reprinted at random: 2 entries already listed
entry	Structure	STAT1 act	APP 5UTR inh	APP 5'UTR act	NF-kB expr up	G6PDH counter	Hsp70 activator	FLuc stim CS	FLuc inhib CS	Efa HMGR inh	DTT redox prof
8	Cc1cc2ccc(C)c(C)c2nc1SCC#N	100.9	8.8	-8.8	1.02	2.9	-0.1	1	-1.4	0.9	-0.3
4	Cc1ccc(S(=O)(=O)N2CCOCC2)cc1NC(=O)COC(=O)Cc1ccsc1	90.0	2.4	-2.4	0.94	-12.9	-0.5	1.1	-8.0	-5.3	0.0

Continuation.
entry	Structure	STAT1 act	APP 5UTR inh	APP 5'UTR act	NF-kB expr up	G6PDH counter	Hsp70 activator	FLuc stim CS	FLuc inhib CS	Efa HMGR inh	DTT redox prof
11	COc1ccc(C(=O)Oc2c(C)occc2=O)cc1OC	106.1	-1.4	1.4	0.85	-0.9	-0.1	1.1	-5.8	2.3	-0.6
12	OC1(c2ccccc2)C/C(=N\n2cnnc2)C=C1c1ccccc1 (centres undefined)	93.8	-13.2	13.2	1.08	3.9	0.1	1.1	-7.1	-4.7	-0.2
13	CCOC(=O)c1c(NC(=O)CSc2ncnc3ccccc23)sc(C)c1C	101.0	7.8	-7.8	1.04	-3.1	-0.4	1	-4.5	1.9	0.7
14	COc1ccc(/C=N/N=C2\SC(CC(=O)O)C(=O)N2c2ccccc2)c(OC)c1 (centres undefined)	96.8	-8.7	8.7	1.18	-4.5	-0.1	1.1	-5.7	-2.4	-0.4
15	CCCC(CCC(=O)Nc1ccc(S(N)(=O)=O)cc1)C(=O)O (centres undefined)	89.0	-3.2	3.2	1.1	13.3	0.1	1.1	-9.9	-2.6	0.0
16	Cc1ccc(-c2nnn(CCC(=O)N3CCCCC3C)n2)cc1 (centres undefined)	110.0	6.7	-6.7	1.29	3.7	-0.2	1	-0.6	-1.4	0.1
17	CC(C)CCNC(=O)NC(=O)COc1ncnc2sccc12	103.1	4.6	-4.6	1.06	3.1	-0.4	1.1	-6.9	-2.6	1.6
18	O=C(c1cccc(-c2nnc(-c3ccccc3)o2)c1)N1CCCCCC1	121.7	-12.2	12.2	1.11	2.4	0.0	1	0.8	-3.3	0.2
19	CC(c1ccccn1)N(CCN(C)C)C(=S)Nc1ccccc1F (centres undefined)	92.4	-8.2	8.2	1.22	14.7	0.0	1	-3.1	-4.3	0.6
20	CCCc1cc(C(=O)Nc2nccs2)cs1	129.5*	-152.0	152.0*	6.71*	14.2	0.0	0.4	61.0*	0.0	2.3
21	C=CCn1c(SCC(N)=O)nnc1-c1cc(Br)ccc1O	99.5	-3.0	3.0	1.02	0.4	-0.1	1	0.0	1.5	-0.4
22	CCOc1ccc(CN2C(=O)CCC2(C)C(=O)NCc2cccnc2)cc1 (centres undefined)	104.7	3.0	-3.0	0.95	5.5	-0.2	1.1	-5.0	-5.3	1.7
23	N#Cc1c(NC(=O)CSc2nnc(-c3ccccc3)o2)sc2c1CCCC2	122.4	-2.0	2.0	1.2	-20.8	0.1	1.1	-9.7	1.9	1.7
24	Cc1ccc(-c2n[nH]c(=S)n2/N=C/c2ccncc2)cc1	97.8	2.5	-2.5	0.9	3.8	-0.3	1	0.0	-1.7	8.6
25	Cc1ccc(C2=NNC(=Nc3ccc(F)cc3)SC2)cc1	104.9	-39.7	39.7	1.83	3.7	0.0	1	4.6	0.5	-0.7
26	COc1ccc(NC(=O)CN2C(=O)C(C)SC(C)C2=O)c(OC)c1 (centres undefined)	107.5	10.3	-10.3	1.15	7.1	-0.4	0.9	8.0	-2.8	0.6
27	COc1ccc(-n2c(SCC(=O)NCC3CCCO3)nc3n[nH]c(C)c3c2=N)cc1 (centres undefined)	105.6	9.0	-9.0	0.57	11.9	-0.2	1	-1.3	-1.3	-1.7
28	CCOC(=O)C(C)(C)N(Cc1ccc(Cl)cc1)S(=O)(=O)c1ccc(Cl)c([N+](=O)[O-])c1	110.3	-34.1	34.1	1.05	-2.8	-0.4	1.1	-7.3	-1.2	1.0
29	N=c1c2c3c(sc2nc2n1CCCCC2)CCCCC3	109.7	-41.1	41.1	1.71	0.7	0.2	1	4.2	-3.4	-1.6
30	COC(=O)c1c(NC(=O)COC(=O)CNC(=O)c2ccco2)sc(C)c1C	95.9	-4.5	4.5	0.94	-10.6	-0.4	1	-2.4	1.5	-0.1
31	CCCOc1ccc(C(=O)NCC(C)(C)N2CCOCC2)cc1	98.1	-24.4	24.4	1.02	6.1	-0.1	1.1	-7.4	-5.6	0.2
32	Nc1cc(C(=O)OCC(=O)NCc2ccc(F)cc2)ccc1Cl	103.0	-6.1	6.1	1.11	4.0	-0.5	1	-1.2	-2.8	-0.3
33	COCCNc1nc2c(c(=O)n(Cc3ccc(OC)cc3)c(=O)n2C)n1C	99.5	-15.2	15.2	1.04	6.5	-0.3	1.1	-7.5	-1.8	-0.8
34	CCc1cccc(C)c1NC(=O)c1cc(C)oc1C	102.4	3.2	-3.2	1	-2.3	0.4	1.1	-6.8	-1.3	-0.7
35	CN1CCN(C(c2cccc(C(F)(F)F)c2)c2nnnn2C(C)(C)C)CC1 (centres undefined)	97.6	-0.7	0.7	1.4	-7.4	-0.3	1	-4.4	0.2	1.7
36	Cc1cccc(NC(=S)NCCN2CCOCC2)c1C	92.5	-1.0	1.0	1.02	6.7	-0.4	1	-3.6	0.5	-0.2
37	CCCSc1nc(SCC(=O)NCc2ccccc2)c2c3c(sc2n1)COC(C)(CC)C3 (centres undefined)	101.2	0.7	-0.7	1.27	4.8	-0.4	1	-3.9	-4.6	-2.2
38	CC(C)C(C)NC(=O)CN1C(=O)NC2(CCCc3ccccc32)C1=O (centres undefined)	101.5	-37.1	37.1	1.03	-8.3	0.2	1.1	-5.0	3.8	-1.2
39	Cc1ccc(S(=O)(=O)/N=C(/Nc2nc(C)cc(C)n2)N2CCOCC2)cc1	98.4	12.5	-12.5	nt	-1.0	0.0	1	-2.8	nt	0.2
40	COc1ccc(C(=O)NC2CCN(C(=S)Nc3ccccc3)CC2)cc1	88.7	16.7	-16.7	1.12	3.5	-0.1	1.1	-7.5	-0.7	-0.6
41	O=C(CN1C(=O)CC(c2ccco2)Sc2ccccc21)Nc1ccc2c(c1)OCCO2 (centres undefined)	104.8	-1.7	1.7	0.74	8.4	-0.5	1.1	-10.3	-5.5	-0.4
42	O=C(CSc1ccc2nnc(-c3ccc(F)cc3)n2n1)N1CCOCC1	99.2	2.1	-2.1	nt	nt	0.2	nt	nt	nt	0.0
43	O=C(OCc1nnc(-c2ccccc2)o1)c1ccc2ccccc2n1	102.8	-3.8	3.8	1.26	-20.7	0.1	1	-0.3	0.3	-1.7
44	Cc1noc(C)c1C(=O)Nc1c(F)cc(F)cc1Br	106.6	-8.3	8.3	1.16	4.9	0.0	1.1	-11.7	0.9	0.5
45	CC1CCCC(NC(=O)COC(=O)CCC2CCCC2)C1C (centres undefined)	99.1	-10.0	10.0	0.64	13.8	-0.5	1	1.4	-1.7	0.2
46	COc1ccccc1NC(=O)COc1ccc(C(F)(F)F)cc1[N+](=O)[O-]	113.9	-1.0	1.0	nt	nt	0.1	nt	nt	nt	-0.2
47	Cc1cccc(-c2nc3ccccc3c(=O)n2NC(=S)N(C)C)c1	92.4	-16.8	16.8	1.25	0.9	-0.2	1	0.4	-7.9	-0.2
48	CC(=O)NC1(c2cccc(F)c2)CCN(C(=O)Nc2ccc(C#N)cc2)CC1	101.9	43.1	-43.1	0.97	-2.8	-0.1	1.1	-5.8	0.2	0.7
49	CCOc1ccc(-n2nc(C(=O)NCCOC)c3ccccc3c2=O)cc1	112.0	-23.6	23.6	1.2	-7.4	-0.3	1	-3.7	-4.2	-0.4
50	CCNc1c2c(nc3ccccc13)CC(C)(C)CC2=O	104.6	-1.1	1.1	1.03	0.1	-0.3	1.1	-7.5	3.4	-1.0
51	CN(C)CCCNC(=O)C(=O)NCC1CCCO1 (centres undefined)	98.8	-4.2	4.2	1.13	1.8	0.4	1	0.3	-3.6	-0.3
52	CS(=O)(=O)CCC(C(=O)N1CCOCC1)N1C(=O)c2cc(Cl)c(Cl)cc2C1=O (centres undefined)	98.4	3.5	-3.5	1	5.8	0.2	1	-3.9	2.3	0.2

Source: PubChem
